Compound activity: PubChem, several laboratories
Runt-SMMHC FRET = Runt domain-CBFb-SMMHC interaction inhibition; Cerulean-Runt/Venus-CBFb-SMMHC FRET ratio 530/480, 1 h; 220,000 tested, 0.74% active; Q01196+Q13951; AID 1434; inhibition, % at 20 µM;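 active = mean inhibition across duplicate retests at 20 µM reaching about 50%, limit read from the data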;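 also: 0% = DMSO wells and 100% = wells with excess untagged CBFb-SMMHC; inhibitors lower the FRET ratio by blocking Runt binding to CBFb-SMMHC; some results filed as inactive read as strong as hits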
Calpain2 inh = blocks pig calpain II enzyme activity; purified calpain II, fluorogenic peptide substrate, 30 min; AID 1236; 220,000 tested, 0.37% active; inhibition, % at 16 µM;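 active = inhibition above about 50%, limit read from the data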
Furin inh = human furin inhibition; P09958; purified furin, fluorogenic substrate cleavage; inhibition, % at 30 µM; 220,000 tested, 0.061% active; in the data active = inhibition above about 25%; also: inactives centre near -15
Runt-CBFb FRET = blocks binding of human RUNX1 Runt domain to CBFb | Cerulean-Runt/Venus-CBFb FRET ratio 530/480, 1 h | inhibition, % at 20 µM | Q01196+Q13951 | 220,000 tested, 0.46% active;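 active = inhibition over about 50% at 20 µM in the single-dose screen, limit read from the data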;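 also: 0% = DMSO wells and 100% = excess unlabeled CBFb competitor control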
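Schedule: protein complex preformed 1 h, compound exposure 1 h, room temperature, dark; test system: Cerulean-labeled Runt domain protein; amount: 100 nM per protein; buffer or medium: Tris 50 mM pH 7.5, KCl, K2SO4, 0.01% BSA; read-out: loss of energy transfer signal; detection: FRET fluorescence; controls: 5 µM unlabeled CBFb as full-inhibition high control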
p97 inhibitor = inhibitors of human p97 ATPase. AID 1481. P55072. recombinant p97 ATPase, Kinase-Glo ATP luminescence, 3 h. inhibition, % at 8 µM. 220,000 tested, 0.42% active; in the data active = inhibition above about 15%;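 also: 0% = DMSO vehicle and 100% = wells lacking enzyme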
EBV gp42 inh = blocks Epstein-Barr virus glycoprotein 42 binding. Q1HVG2. inhibition, % (tested at 21.74 µM). Fluorescence polarization binding assay, mP read-out. 220,000 tested, 0.42% active; in the data active = inhibition above about 50%
Target sequence (Q1HVG2 whole entry, looked up): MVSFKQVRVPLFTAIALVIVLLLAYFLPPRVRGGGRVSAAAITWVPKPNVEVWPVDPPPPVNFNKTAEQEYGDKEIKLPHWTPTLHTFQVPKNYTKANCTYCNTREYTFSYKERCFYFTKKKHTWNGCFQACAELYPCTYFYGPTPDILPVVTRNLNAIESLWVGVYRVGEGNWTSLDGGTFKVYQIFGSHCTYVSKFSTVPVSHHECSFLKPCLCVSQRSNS
NCF1 inh = blocks human p47phox regulatory protein of NADPH oxidases. inhibition, % at 24.7 µM. p47phox/p22phox peptide binding, fluorescence polarization, 2 h. P14598. 220,000 tested, 0.53% active;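 active = inhibition above about 30%, limit read from the data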;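 also: 0% = p47phox with labelled peptide and 100% = labelled peptide alone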
Target sequence (P14598 whole entry, looked up): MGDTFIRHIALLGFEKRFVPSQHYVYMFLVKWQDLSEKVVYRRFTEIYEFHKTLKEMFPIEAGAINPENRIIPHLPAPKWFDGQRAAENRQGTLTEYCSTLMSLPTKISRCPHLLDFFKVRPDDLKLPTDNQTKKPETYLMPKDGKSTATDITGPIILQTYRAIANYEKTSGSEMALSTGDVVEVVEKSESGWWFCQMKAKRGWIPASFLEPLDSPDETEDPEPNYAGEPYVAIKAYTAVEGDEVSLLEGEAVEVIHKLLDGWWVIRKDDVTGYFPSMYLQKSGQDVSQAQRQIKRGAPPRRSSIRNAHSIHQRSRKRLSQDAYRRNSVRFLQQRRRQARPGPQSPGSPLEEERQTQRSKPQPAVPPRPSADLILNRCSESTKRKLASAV
TbHK1 inh = T. brucei hexokinase 1 inhibition; inhibition, % at 10 µM; AID 1430; recombinant TbHK1, G6PDH-coupled NADH A340; 220,000 tested, 0.11% active;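 active = inhibition of 50% or more in the single-dose primary screen; inactive = inhibition below 50%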
RBBP9 inh = human RBBP9 hydrolase inhibition. AID 1515. recombinant RBBP9, FP-Rh probe fluorescence polarization. 220,000 tested, 0.2% active. inhibition, % at 7.94 µM;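 active = inhibition above the campaign mean of all tested compounds plus 3 SD, cut at about 14% in these data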;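 also: plate controls were DMSO wells with RBBP9 for no effect and wells lacking RBBP9 protein for full effect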
Target sequence (O75884 whole entry, looked up): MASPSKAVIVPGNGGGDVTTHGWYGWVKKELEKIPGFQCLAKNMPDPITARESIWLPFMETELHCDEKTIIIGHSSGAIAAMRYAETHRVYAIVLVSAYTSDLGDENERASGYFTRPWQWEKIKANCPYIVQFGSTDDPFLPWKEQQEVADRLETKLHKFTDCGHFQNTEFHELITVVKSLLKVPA
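System: RBBP9 protein / Quantity: 2.5 µM RBBP9 dispensing solution, before mixing / Also added: Serine-hydrolase probe FP-Rh, 375 nM pre-mixing / Dosing: 7.94 µM single dose, 0.794% DMSO / Timing: enzyme-compound preincubation 30 min, then probe labeling 45 min, 25 °C / Signal: FP readout at 525/598 nm / Controls: DMSO-treated enzyme wells and wells lacking RBBP9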
* marks the source's active call; other numbers are inactive results; . = no result given; [ ] = dose if it differs, or a comment.

The line under a structure holds: RBBP9 inh | NCF1 inh | TbHK1 inh | EBV gp42 inh | p97 inhibitor | Calpain2 inh | Furin inh | Runt-SMMHC FRET | Runt-CBFb FRET
C#CCO[C@@H]1C[C@H](n2ccc(NC(=O)c3ccccc3)nc2=O)O[C@@H]1CO
→ . | 8 | -2 | -3 | . | 14 | -21 | 2 | 1
COc1ccc(-c2nn(CC(=O)N3CCCCC3)c(=O)c3ccccc23)cc1
→ -2 | -6 | 4 | -8 | -1 | -25 | -14[20 µM] | -8 | .
CCOC(=O)Cc1csc(NS(C)(=O)=O)n1
→ -11 | -2 | 20 | -12 | -4 | 13 | -10[20 µM] | 0 | -1
COc1ccc(/C=C2\Oc3cc(OC(=O)N4CCOCC4)ccc3C2=O)c(OC)c1
→ -3 | -3 | -24 | -108 | -3 | -50 | -15 | -39 | -143
CCC(NC(=O)c1ccccc1Br)c1ccccc1 (stereo not drawn)
→ 1 | . | 7 | 2 | 1 | 4 | -22 | -1 | 0
C=CCSc1nsc(N)n1
→ -6 | 9 | 6 | -14 | 4 | -10 | -23 | -1 | -5
CCCOc1ccc(Cc2c(Cl)nc(SC)nc2NC)cc1
→ -12 | -11 | -3 | -8 | -3 | 14 | -15 | 4 | -2
CCOc1ccc(C(=O)OC2CCN(C)CC2)cc1
→ 1 | -17 | 3 | -24 | 3 | -21 | -25[20 µM] | -6 | -2
Cn1[nH]c(CSc2ccc(Cl)cc2)cc1=O
→ 8 | 6 | 3 | 4 | 2 | -60 | -23 | 2 | -1
COc1cc(/C=N/NC(N)=O)c(Br)cc1OCC(=O)Nc1ccccc1C
→ -9 | 4 | -4 | -1 | -4 | -22 | -21[20 µM] | -3 | -4
O=C(Nc1ccc(N2CCN(Cc3ccccc3)CC2)cc1)c1ccccc1[N+](=O)[O-]
→ -7 | -3 | 2 | -3 | -3 | -6 | -14 | 1 | -2
Cc1ccc2nc(SCc3cccc([N+](=O)[O-])c3)nc(C)c2c1
→ 4 | -20 | 1 | -13 | 0 | 24 | -4[20 µM] | 1 | 0
CCOC(=O)CSc1nc2c(c(-c3ccc(C)o3)c1C#N)CCCC2
→ -6 | -36 | -10 | -2 | 1 | -20 | -6[20 µM] | -3 | -1
COc1ccc(NC(=O)CCn2nnc(-c3ccc(C)cc3)n2)cc1OC
→ 7 | -14 | -5 | -3 | 3 | -12 | -6[20 µM] | -3 | -2
COc1ccccc1C1=NOC(Cn2c(NCC3CCCO3)nc3c2c(=O)n(C)c(=O)n3C)C1 (stereo not drawn)
→ -11 | -2 | -7 | 3 | -4 | 19 | -11 | -10 | 2
CN1CCCC(OC(=O)c2ccc(Cl)cc2)C1 (stereo not drawn)
→ -4 | -5 | -4 | -9 | 8 | 7 | -18 | -5 | 0
Cc1cccc(-c2n[nH]c([N+](=O)[O-])n2)c1
→ -9 | -2 | -10 | -25 | -3 | 0 | -14[20 µM] | -2 | 8
COc1ccc(Cc2n[nH]c(=S)n2Cc2ccccc2)cc1Cl
→ -5 | -5 | 1 | -10 | 1 | -4 | -16 | 19 | 8
O=C1N(c2ccccc2)C[C@@H]2C[C@@H](c3cccs3)N3CCC[C@@]123
→ 6 | -15 | -7 | -13 | 5 | -25 | -14 | -2 | 0
O=C1c2cccc(OCC(=O)N3CCCc4ccccc43)c2CCN1Cc1cccnc1
→ 0 | 6 | -4 | -19 | 0 | -5 | -22 | -3 | 2
COc1ccccc1CCn1cnc2c3cc(C)ccc3n(C)c2c1=O
→ -8 | 12 | -3 | 1 | -5 | -26 | -12 | -36 | -4
c1ccc(Nc2c3c(nc4ncnn24)CCC3)cc1
→ -4 | -1 | -5 | 20 | 9 | 26 | -16 | 2 | -1
Cc1ccc(NC(=O)COC(=O)C2CC(=O)N(Cc3ccccc3)C2)cc1S(=O)(=O)N(C)C (stereo not drawn)
→ -9 | -5 | -3 | -1 | -4 | -1 | -17 | -1 | -3
Cc1ccc(OC(=O)c2c(C)nn(-c3ccccc3)c2C)cc1
→ -6 | 0 | -4 | -3 | -1 | 11 | -11 | 1 | 0
COCCn1nnnc1CN1CCSCC1
→ -3 | 2 | -3 | -6 | 4 | -37 | -16 | 2 | 0
FC(F)(F)c1cccc(Cc2noc(CN3CCCC(OCc4ccccn4)C3)n2)c1 (stereo not drawn)
→ 3 | 0 | -3 | -1 | -2 | -3 | -23 | 31 | -5
COc1cc(-n2c(=O)c3ccccc3n(CC(=O)c3ccccc3)c2=O)cc(OC)c1OC
→ -3 | 21 | 7 | 3 | -3 | 14 | -10 | 2 | 0
Cc1c(C(=O)N/N=C/c2ccc(-c3ccccc3[N+](=O)[O-])o2)sc(N)c1C#N
→ -4 | 0 | -15 | 0 | 8 | -38 | -3 | 7 | 26
O=C(N/N=C\c1ccc(Br)o1)C1COc2ccccc2O1 (stereo not drawn)
→ 2 | -16 | -3 | 1 | 8 | -39 | -11 | -2 | -1
CCC1CCCCN1C(=S)Nc1ccc(SC(F)F)cc1 (stereo not drawn)
→ -7 | -2 | -1 | -10 | 3 | 1 | -20 | 2 | 1

Next part:
The line under a structure holds: RBBP9 inh | NCF1 inh | TbHK1 inh | EBV gp42 inh | p97 inhibitor | Calpain2 inh | Furin inh | Runt-SMMHC FRET | Runt-CBFb FRET
COc1ccc(C)cc1NC(=O)C(Sc1nncn1C)c1ccccc1 (stereo not drawn)
→ -6 | -1 | 0 | 0 | 3 | -10 | -29 | -2 | -2
COC(=O)c1cc(NS(=O)(=O)c2ccc(Cl)c(N3C(=O)c4ccc(C(=O)O)cc4C3=O)c2)cc(C(=O)OC)c1
→ 5 | -14 | -13 | -17 | 4 | 2 | -1 | -6 | 1
CC1=C(C(=O)Nc2ccccn2)C(c2ccc(N(C)C)cc2)n2ncnc2N1 (stereo not drawn)
→ -1 | -23 | -6 | -22 | 0 | -13 | -7 | 0 | 1
Cc1ccc(C2C(C#N)=C3N=C(N)c4ccccc4N3C3=C2C(=O)CCC3)cc1 (stereo not drawn)
→ -5 | -6 | -24 | 2 | 8 | -27 | -6 | -4 | -1
O=C(CSc1nnnn1C1CCCCC1)Nc1ccccc1N1CCOCC1
→ -2 | -3 | 4 | -2 | 2 | -11 | -20 | . | .
Cc1cc(C2(c3cc(C)c(NC(=O)CN4CCOCC4)c(C)c3)CCCCC2)cc(C)c1NC(=O)CN1CCOCC1
→ -2 | -10 | -14 | -12 | -3 | -71 | -20[20 µM] | 1 | -2
CCOc1ccccc1C(=O)N1CCCCC1C (stereo not drawn)
→ -6 | -4 | 2 | -15 | -4 | -13 | -21[20 µM] | 2 | -1
COc1ccc(S(=O)(=O)Nc2ccccc2C(=O)NC(C)C)cc1OC
→ -10 | -14 | 0 | -10 | 0 | -73 | -10 | 2 | -2
CC(C)(C)OC(=O)N1CCOCCOCCN(C(=O)OC(C)(C)C)CCOCCOCC1
→ 3 | -5 | -2 | -10 | -7 | -47 | -16[20 µM] | 1 | -3
COc1ccc(C(=O)COC(=O)C(CCSC)NS(=O)(=O)c2ccc(Cl)cc2)cc1 (stereo not drawn)
→ -5 | -6 | 7 | 6 | 1 | 18 | -19 | 1 | -1
CCOC(=O)C(=CNc1cccc(C)c1C)C(=O)OCC
→ -9 | 12 | -19 | 3 | -3 | 52* | -2[20 µM] | -2 | .
Cc1nn(-c2ccc([N+](=O)[O-])cc2)c(N)c1-c1ccccc1
→ -8 | -10 | -13 | -6 | 1 | 16 | -17 | -6 | -1
CCc1cc2c(SCC(=O)C(C#N)=C3N(C)c4ccccc4N3C)ncnc2s1
→ -6 | -9 | -14 | -21 | 3 | -3 | -26 | 2 | -4
O=C(c1ccc([N+](=O)[O-])cc1)N(C1=NCCCCS1)c1ccccc1
→ 0 | -1 | -4 | 8 | 1 | -41 | -19[20 µM] | -3 | 1
CCc1c(C)c(C#N)c2nc3ccccc3n2c1Nc1c(C)n(C)n(-c2ccccc2)c1=O
→ -7 | -11 | 29 | -2 | -4 | 6 | 1 | 92* | 56*
COc1ccc(C2C=C(C)Nc3nc(SC)nn32)cc1 (stereo not drawn)
→ -3 | -12 | -10 | -20 | 4 | -412 | -44 | 8 | 3
Cc1ccc(NC(=O)CCC(=O)OCC(=O)c2ccc(Oc3ccc([N+](=O)[O-])cc3)cc2)c(C)c1
→ -10 | -22 | -1 | -21 | -2 | 7 | -12 | 3 | 1
Cc1cc(=O)n2[nH]c(C)c(-c3ccccc3)c2n1
→ -8 | -6 | -1 | -6 | -5 | -3 | -10 | 4 | 0
Cn1cc(-c2nnnn2-c2ccc(Cl)cc2)c(C(F)(F)F)n1
→ -7 | 0 | -1 | -24 | 2 | -5 | -4[20 µM] | 1 | 0
COc1ccccc1NC(=O)c1ccccc1S(=O)(=O)c1ccccc1[N+](=O)[O-]
→ -2 | -6 | -2 | -3 | 2 | 18 | -24 | -1 | 0
COc1ccc(CC(=O)OCC(=O)NC(=O)NC2CCCCC2)cc1
→ -2 | 2 | -2 | -13 | -1 | 11 | -20[20 µM] | 0 | -2
NCCCC[C@H](N)c1nnc([C@H](CCC(=O)O)NC(=O)C2CCNCC2)o1
→ -9 | -4 | -7 | -1 | 8 | -11 | -36 | -1 | -1
Cn1c(SCC(=O)Nc2cccc(F)c2)nnc1-c1cccnc1
→ 0 | 4 | 1 | -5 | 0 | -13 | -13 | -2 | -1
COc1ccc(C[C@H]2CN3C(=NC[C@@H]3Cc3ccc(O)cc3)N2C[C@H](C)NC(=O)c2ccc(C)c(Br)c2)cc1
→ . | 2 | 22 | -15 | . | -20 | -15 | 3 | 1
CCN(CCNC(=O)CS(=O)(=O)Cc1nc(-c2cccc(OC)c2)oc1C)c1ccccc1
→ 3 | -7 | -9 | -12 | 0 | -32 | -11[20 µM] | -3 | -3
CCn1cc(Br)c(C(=O)Nc2cccc(Cl)c2)n1
→ 2 | -3 | 3 | -11 | -1 | 1 | -1[20 µM] | 1 | 1
O=C(NC(=S)Nc1cccnc1Cl)c1ccco1
→ -11 | -6 | -14 | 8 | -9 | -16 | -19 | 4 | 7
O=C(Nc1ccc2c(c1)C(=O)N(C1CCCCC1)C2=O)C1CCCO1 (stereo not drawn)
→ 2 | -13 | -1 | -7 | 0 | -292 | -19[20 µM] | -2 | -2
N/C(=N/OC(=O)c1ccc(Cl)cc1)c1ncc([N+](=O)[O-])s1
→ -4 | 3 | -17 | -17 | 8 | 1 | -16 | -3 | 1
COC(=O)C1CCN(c2ccc(C(N)=O)cc2[N+](=O)[O-])CC1
→ -9 | -5 | 0 | -1 | 4 | -11 | -12 | -1 | 2
CC(C)Cc1cc(C(=O)N2N=C(C(F)F)CC2(O)C(F)F)c2ccccc2n1 (stereo not drawn)
→ -3 | -18 | 2 | 19 | -5 | 14 | -13[20 µM] | 3 | -2
Cn1c(=O)c(-c2cc(Br)ccc2N)nc2ccccc21
→ -19 | -10 | -30 | -17 | -7 | 16 | 3[20 µM] | -2 | -1

Single values from above:
Entry of `COCCn1nnnc1CN1CCSCC1` under TbHK1 inh: -3
Entry of `Cc1nn(-c2ccc([N+](=O)[O-])cc2)c(N)c1-c1ccccc1` under Furin inh: -17

2 compounds from above with just RBBP9 inh.
structure,RBBP9 inh
CCc1cc2c(SCC(=O)C(C#N)=C3N(C)c4ccccc4N3C)ncnc2s1,-6
O=C(c1ccc([N+](=O)[O-])cc1)N(C1=NCCCCS1)c1ccccc1,0
